# High-throughput results as filed in PubChem.
# PRMT1 inh: blocks human protein arginine methyltransferase 1 | Q99873 | recombinant PRMT1, activity-based probe fluorescence polarization | inhibition, % at 2.79 µM | actives 1.3% (n = 370,000) | AID 652257;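 active means inhibition above about 21% made by adding two undisclosed values, limit read from the data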
# UHRF1 binding: UHRF1 methyl-DNA binding inhibition | UHRF1 binding to methylated oligo, TR-FRET | inhibition, % at 4.4 µM | actives 0.75% (n = 370,000) | AID 687016; in the data active means inhibition above about 21%;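 further: UHRF1 SRA domain binding a hemimethylated CpG hairpin DNA probe; 0% = median of test compound wells and 100% = reference inhibitor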
# Target sequence (Q96T88 whole entry, looked up, the tested form may be a part): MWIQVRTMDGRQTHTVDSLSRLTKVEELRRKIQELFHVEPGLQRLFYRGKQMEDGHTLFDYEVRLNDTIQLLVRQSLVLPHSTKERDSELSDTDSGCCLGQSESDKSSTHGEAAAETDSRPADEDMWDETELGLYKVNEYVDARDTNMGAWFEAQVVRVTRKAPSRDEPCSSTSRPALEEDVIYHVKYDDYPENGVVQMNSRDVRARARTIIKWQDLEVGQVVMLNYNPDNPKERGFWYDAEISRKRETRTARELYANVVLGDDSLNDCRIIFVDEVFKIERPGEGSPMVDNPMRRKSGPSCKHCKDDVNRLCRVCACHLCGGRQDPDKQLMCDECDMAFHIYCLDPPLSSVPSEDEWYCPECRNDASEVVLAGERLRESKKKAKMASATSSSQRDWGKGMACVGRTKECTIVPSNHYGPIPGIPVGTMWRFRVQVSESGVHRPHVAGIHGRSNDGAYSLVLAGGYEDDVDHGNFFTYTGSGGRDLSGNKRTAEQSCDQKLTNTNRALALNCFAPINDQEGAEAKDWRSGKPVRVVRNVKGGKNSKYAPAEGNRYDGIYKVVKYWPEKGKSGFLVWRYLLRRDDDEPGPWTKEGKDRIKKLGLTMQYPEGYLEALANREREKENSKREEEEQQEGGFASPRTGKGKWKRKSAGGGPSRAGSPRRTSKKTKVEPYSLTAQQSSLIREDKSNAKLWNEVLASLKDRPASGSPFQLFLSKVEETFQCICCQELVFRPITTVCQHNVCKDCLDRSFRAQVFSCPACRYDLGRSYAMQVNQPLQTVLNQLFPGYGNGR
# LEDGF integ inh: blocks HIV-1 LEDGF/p75-dependent DNA integration; TR-FRET IN-LEDGF/p75 DNA integration, Eu/Cy5; inhibition, % at 3.7 µM; actives 0.64% (n = 370,000); AID 743269;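 active means inhibition above the screen-wide mean plus 3 SD, cut at about 13% in these data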;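 further: signal is the Cy5 over europium emission ratio at 671 and 618 nm; 0% = plate median of compound wells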
# HTRA1 inh: blocks human HTRA1 serine peptidase; Q92743; recombinant HTRA1, FP-rhodamine activity-based probe, fluorescence polarization; inhibition, % at 5.96 µM; actives 0.5% (n = 340,000); AID 504803; in the data active means inhibition above about 36%;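 further: 0% = enzyme with DMSO and 100% = wells lacking enzyme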
# NR1D1 modulator: modulators of human Rev-erb alpha DNA binding; P20393; Rev-erbα–FITC-DNA binding, fluorescence polarization, 90 min; activity, % at 10 µM; actives 0.79% (n = 370,000); AID 1259318;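 active means activity above about 14%, limit read from the data; passing the limit was not always enough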;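 further: 0% = DMSO wells with 35 nM protein and 100% = DMSO wells with 750 nM protein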
# mABHD4 FP: ABHD4 (mouse) inhibition, primary FP screen | AID 720543 | inhibition, % at 8.92 µM | actives 0.54% (n = 370,000) | purified mABHD4, FP-Rh probe fluorescence polarization;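 active means inhibition exceeding the mean over every tested compound plus 3 SD, cut at about 30% in these data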;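 further: 0% = plate median of compound wells and 100% = S159A mutant with DMSO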
#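 Assay system: mouse ABHD4 enzyme, wild type / Also added: fluorescent activity-based probe FP-Rh / Doses: single nominal dose of 8.92 µM, 0.89% DMSO final / Timing: 45 min compound pre-incubation plus 60 min probe step, 25 °C / Signal: FP readout, ex 525 nm / em 598 nm / Control set: S159A mutant/DMSO as 100%, compound-well median as 0%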
# rCAG RNA binder: r(CAG) repeat RNA binding | actives 1.3% (n = 370,000) | AID 651821 | TO-PRO-1 dye displacement fluorescence | inhibition, % at 3 µM;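 active means inhibition above the plate cutoff, the mean of all test compounds on that plate plus 3 SD, cut at about 35% in these data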;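 further: 0% = DMSO alone and 100% = 100 µM mitoxantrone as full dye displacement; higher means more dye released from RNA so lower well fluorescence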
# MBD2 inh: MBD2-methylated oligo binding inhibition | actives 0.31% (n = 370,000) | TR-FRET, MBD2 binding to methylated oligonucleotide | Q9UBB5 | inhibition, % at 4.4 µM; in the data active means inhibition above about 13%
# TCR-CD3 inh: inhibitors of human TCR-CD3 interaction; inhibition, % at 9.4 µM; TAMRA-labeled TCR probe fluorescence, biochemical; actives 0.37% (n = 360,000); in the data active means inhibition above about 19%;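 further: recombinant mutant TCR 2C K166C tagged with TAMRA read by polarization; 0% = receptor in buffer alone and 100% = receptor with positive control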
# PG9 binder: small molecules binding HIV-1 gp120 antibody PG9 | TR-FRET gp120-PG9 antibody binding | AID 624416 | actives 0.43% (n = 360,000) | inhibition, % at 6.7 µM; in the data active means inhibition above about 8.5%
# * hit, by the source's call; . = no result given. Not all compounds are listed; the hit share may differ from the screen's.
SMILES,PRMT1 inh,UHRF1 binding,LEDGF integ inh,HTRA1 inh,NR1D1 modulator,mABHD4 FP,rCAG RNA binder,MBD2 inh,TCR-CD3 inh,PG9 binder
O=S(=O)(c1cccc(-c2nc3n(n2)Cc2ccccc2-3)c1)N1CCCCC1,-3,-1,0,2,-1,-6,1,4,8,-2.6
O=C(Nc1cccc2ccccc12)N1CCN(c2ccc(F)cc2)CC1,-1,0,-1,4,26*,2,3,-1,6,3.2
Cc1cc(C)c2nc(NNC(=O)c3cc(=O)c4ccccc4o3)sc2c1,13,2,1,69*,0,40*,73*,-1,-7,-1.7
N#CC1=C2CCCCC2(O)NC1=O (stereo not drawn),-2,0,5,1,-2,-3,0,0,3,-1.1
CCOc1ccc(C2c3[nH]c4ccccc4c3CCN2CCCn2cccn2)cc1 (stereo not drawn),-2,-1,1,.,0,-4,-3,3,2,0.6
CCn1c(CSc2nc3ccccc3n2C)nc2ccccc21,-1,-2,-1,-5,3,-6,-6,-6,6,-0.3
C/C(CC(=O)NC(C)(C)C)=N\NC(=O)c1ccco1,0,-4,4,1,-2,2,0,-6,-2,-0.7
CCc1noc(N)c1C(=O)Nc1ccc(F)c(Cl)c1,0,-2,-4,1,-8,-8,0,1,-2,-1.2
CCCCn1c(=N)n(CC(=O)c2ccc(OC)cc2)c2ccccc21,-1,0,0,.,0,4,11,-6,1,-1.0
Clc1ccc(/C=N\Nc2ccccc2)cc1,-1,1,-5,-6,-1,0,1,3,1,-1.7
COc1ccc(C2OC(CCc3ccccc3)Cc3[nH]c(=S)[nH]c(=O)c32)cc1 (stereo not drawn),-7,2,2,.,12,-4,1,-1,-3,0.0
CCN(CC)S(=O)(=O)c1ccc(N2CCOCC2)c(NC(=O)CC(C)(C)C)c1,2,0,2,4,1,-1,-6,-1,3,0.0
CCOC(=O)c1cc(NC(=O)c2cnccn2)cc(C(=O)OCC)c1,-1,-3,-2,0,2,0,-2,-1,4,-1.2
CN(C(=O)COc1ccccc1C(=O)NCCc1ccccc1)c1ccccc1,-2,-1,2,-8,-1,-15,-10,-7,4,-0.3
Cc1nc2sc(C#N)c(N)c2c2c1CCCC2,4,-3,0,-2,-5,4,3,-2,-3,-0.2
C[C@H]1NS(=O)(=O)c2ccc(Br)cc2O[C@H]1c1ccccc1,1,1,-1,-3,3,-7,2,2,-2,0.0
BrC(=C\c1ccccc1)/C=N/Nc1nc2ccccc2[nH]1,2,5,3,3,-8,10,12,3,-15,-1.2
Cc1ccc(S(=O)(=O)N2CCCCC2)cc1NC(=O)[C@@H]1CCCN1C(=O)c1cccs1,-4,1,1,0,-8,5,0,2,2,0.2
COc1cc2c(cc1OC)C1(Nc3c-2c(Cc2ccccc2)nn3-c2ccccc2)C(=O)Nc2ccccc21 (stereo not drawn),2,-1,0,-48,-1,-9,17,-3,3,0.1
O=S(=O)(c1ccc2ccccc2c1)N1CCN(C(=S)Nc2ccccc2F)CC1,-5,-1,0,-20,9,-14,13,1,1,-3.5
COc1cc(C(C)=O)ccc1OCC(O)Cn1nc(C)c(Br)c1C (stereo not drawn),1,-1,-1,2,3,-6,-1,0,13,-1.2
CC1Oc2ccccc2N(CC(=O)c2ccc(F)cc2)C1=O (stereo not drawn),0,1,2,-3,2,-3,0,-6,-2,-0.4
Cc1ccc(S(=O)(=O)N2CCC(C(=O)OCC(=O)N(C)c3ccccc3)CC2)cc1C,-4,0,4,-6,-1,2,-6,2,0,0.9
Cc1ccc(C)c2[nH]c(=O)c(C(c3nnnn3CCc3ccccc3)N3CCOCC3)cc12 (stereo not drawn),-2,0,-2,-12,1,4,-5,-1,13,-1.4
COc1ccc(NC(=O)c2ccccc2NC(=O)c2ccccc2C(=O)O)c(OC)c1,8,4,5,0,4,-14,-2,4,-3,0.6
COc1ccc(S(=O)(=O)N2CCC[C@H]2C(=O)NC2=NCCS2)cc1,1,-2,-4,9,-3,0,-1,-1,0,-1.1
NC(=O)c1ccccc1N(Cc1ccccc1)S(=O)(=O)c1ccccc1,2,2,3,-2,-5,0,4,-2,-1,-0.1
Cc1ccccc1CNC(=O)Cn1cnc(S(=O)(=O)N2CCCC2)c1,4,-1,-1,1,-1,6,4,-3,6,1.4
O=C(CCNC(=O)c1ccccc1Cl)Nc1ccc2c(c1)OCCO2,-9,0,4,11,3,-2,5,-4,-3,-1.1
O=C(NCc1ccccn1)C(=O)NCC1OCCN1S(=O)(=O)c1ccc([N+](=O)[O-])cc1 (stereo not drawn),-3,-3,1,-1,3,1,5,-6,3,0.5
O=c1[nH]ncc(NCCc2ccccc2)c1Cl,-2,1,-2,1,-5,1,2,1,-4,0.8
C/C(=N/NC(=O)CNC(=O)c1cccs1)c1ccc(Cl)cc1,3,3,1,-10,4,1,0,-2,-11,1.8
O=C(Nc1ccc(Cl)cn1)c1cccc(F)c1,0,-4,-3,1,0,-2,1,0,1,-4.4
Cc1cc(O)cc2c1C(=O)/C(=C/c1ccco1)O2,28*,3,13,1,0,9,8,-3,-1,-3.1
CCOC(=O)N1CCN(C(=O)c2ccccc2NC(C)=O)CC1,-2,-1,2,-1,-1,0,1,-2,5,-1.5
COc1cc(/C=C2/C(=O)NN(c3cccc(F)c3)C2=O)ccc1OC(=O)c1ccco1,15,2,6,-6,-2,19,46*,-3,0,-2.1
Cc1c(Cl)cccc1NC(=O)Cn1nc(C)n2cccc2c1=O,1,-1,7,6,-5,6,4,1,7,-2.7
Cc1cccc(C)c1NC(=O)CSc1ncnc2[nH]ncc12,7,2,-5,1,23*,-8,2,3,-7,1.3
O=C(NCc1ccccc1Cl)c1ccc2c(=O)n(CC3CCCO3)c(=S)[nH]c2c1 (stereo not drawn),-2,-4,1,-4,3,-1,1,1,0,-0.7
O=C(Nc1nccs1)c1sc2cc(Cl)ccc2c1Cl,0,-2,3,-9,-8,-1,2,5,6,1.1
CCc1ccc(CNC(=O)Cn2nc(-c3ccccc3)ccc2=O)cc1,0,0,6,-8,2,-4,-5,0,3,1.7
Cc1cc(Br)c(NC(=O)COC(=O)C2CCCCC2)c(Br)c1,1,-1,5,-9,-3,-4,-1,-4,7,-1.5
CCCP(=O)(CC(=O)N(CC)CC)c1ccccc1 (stereo not drawn),2,3,-1,-3,0,3,-1,0,-4,0.4
CC(C)c1ccc(C(C(C(=O)c2ccccc2)N2CCOCC2)N2CCOCC2)cc1 (stereo not drawn),-2,47*,-1,-6,-7,1,3,5,-1,0.4
Cc1ccccc1OCc1nnc(SCC(=O)NCc2ccccc2)n1C,-2,0,0,-7,-4,3,-8,13,-4,0.6
CC1Oc2ccccc2C=C1/C=N/NC(=O)c1ccncc1 (stereo not drawn),2,-5,-2,2,14,-3,6,-6,5,-3.5
CCSc1nnc(-c2cccc(S(=O)(=O)N(CC)CC)c2)n1Cc1ccccc1,1,-2,-4,6,7,-7,-7,0,1,-0.8
Cc1ccccc1C(=O)Nc1nnc(S(=O)(=O)N(C)Cc2ccco2)s1,3,-3,1,-11,4,0,29,1,8,-1.3
COc1ccc(/C=C(\NC(=O)c2ccc(C)cc2)C(=O)NCC2CCCO2)cc1 (stereo not drawn),0,0,0,1,1,-4,-3,-3,1,-0.5
O=C(c1cccnc1)N1CCN(S(=O)(=O)c2ccc(F)cc2)CC1,-1,-1,0,6,-4,-2,-1,0,5,-2.3
Cc1ccc(N2CC(C(=O)NCc3ccc(C)n3C)CC2=O)cc1 (stereo not drawn),-4,-2,-5,3,4,8,3,-1,4,-2.3
C=CCNc1oc(-c2ccc(OCC)cc2)nc1C#N,-3,1,2,-3,-9,3,0,-3,4,-1.3
CCN(C(=O)CSc1nnnn1-c1ccc(Cl)cc1)C1CCS(=O)(=O)C1 (stereo not drawn),-1,-2,-3,4,1,0,2,-4,7,0.7
Cc1nn(-c2ccccc2)c(Cl)c1CN(C(=O)CCl)c1cccc2ccccc12,1,0,-1,-24,3,-7,-1,-1,2,-2.4
N#CCc1nn(-c2ccccc2)c(N)c1C#N,0,-2,-2,4,8,2,4,0,6,-0.3
O=C(O)C1CCCCN1S(=O)(=O)c1ccccc1 (stereo not drawn),1,-2,0,-5,4,7,2,1,2,-1.4
Cc1[nH]c2ccc(OC(=O)N3CCOCC3)cc2c1C(=O)OC(C)C,1,2,0,1,-6,-4,-6,-3,8,-0.4
CCN1CCCc2cc(CN(CCN3CCOCC3)C(=S)Nc3ccc(C)cc3)ccc21,-1,-2,4,7,-2,-7,-5,-6,4,-3.3
CN(C(=O)c1ccc(NC(=O)Cc2cccc(NC(=O)C3CCN(C(=O)C4CCC4)CC3)c2)cc1)C1CC1,2,0,1,4,1,1,1,-2,6,0.9
O=C(CCNC(=O)c1ccccc1Cl)NCC1CCCO1 (stereo not drawn),7,3,-7,-3,-1,-13,-4,5,-9,-0.2

# The closing six compounds of the section before are carried over, then new ones follow.
SMILES,PRMT1 inh,UHRF1 binding,LEDGF integ inh,HTRA1 inh,NR1D1 modulator,mABHD4 FP,rCAG RNA binder,MBD2 inh,TCR-CD3 inh,PG9 binder
N#CCc1nn(-c2ccccc2)c(N)c1C#N,0,-2,-2,4,8,2,4,0,6,-0.3
O=C(O)C1CCCCN1S(=O)(=O)c1ccccc1 (stereo not drawn),1,-2,0,-5,4,7,2,1,2,-1.4
Cc1[nH]c2ccc(OC(=O)N3CCOCC3)cc2c1C(=O)OC(C)C,1,2,0,1,-6,-4,-6,-3,8,-0.4
CCN1CCCc2cc(CN(CCN3CCOCC3)C(=S)Nc3ccc(C)cc3)ccc21,-1,-2,4,7,-2,-7,-5,-6,4,-3.3
CN(C(=O)c1ccc(NC(=O)Cc2cccc(NC(=O)C3CCN(C(=O)C4CCC4)CC3)c2)cc1)C1CC1,2,0,1,4,1,1,1,-2,6,0.9
O=C(CCNC(=O)c1ccccc1Cl)NCC1CCCO1 (stereo not drawn),7,3,-7,-3,-1,-13,-4,5,-9,-0.2
Cc1ccc(N=C2NC(=O)CS2)c(C)c1,2,-1,0,1,-5,-1,1,0,9,1.3
Cc1ccc(NC(=O)C[n+]2ccccc2)cc1C,0,-1,-3,4,-3,2,0,0,0,1.6
COCc1cc(=O)[nH]c(=S)[nH]1,-4,3,2,4,4,-5,0,-9,3,-2.9
Nc1c(S(=O)(=O)c2cccs2)c2nc3ccccc3nc2n1Cc1ccc2c(c1)OCO2,3,0,2,-86,1,-46,11,0,11,-2.5
N#C/C(=C\c1ccccc1C(F)(F)F)C(=O)Nc1ccccc1F,-2,3,-1,-7,-3,4,5,-4,13,-0.8
O=C(c1ccc(F)cc1)C1CCN(Cc2ccc(F)cc2)CC1,-2,-1,-1,-18,-2,-1,-4,-3,0,0.7
C[C@@H]1CN([C@H](C)CO)C(=O)CCCn2nncc2CO[C@H]1CN(C)CC1CC1,1,-2,2,.,4,2,0,3,0,1.4
C=CCn1c(COc2ccc(F)cc2)nnc1SCC(=O)c1c[nH]c2c(CC)cccc12,4,-2,2,-11,12,2,7,-6,-4,-4.3
CC(N)c1csc(Nc2cc(Oc3ccccc3)ncn2)n1 (stereo not drawn),5,2,-7,.,11,1,10,6,-8,-1.5
COc1ccc(C(=O)CSc2nnc(CNC(=O)c3ccco3)n2C)cc1OC,12,-4,0,4,1,-9,-1,2,7,-1.0
